Ba/F3 V617F tox: lowers viability of Ba/F3 cells expressing EpoR and JAK2V617F | inhibition, % at 5.6 µM | ATP luminescence | actives 1.1% (n = 220,000);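 active means inhibition above the campaign mean plus 3 SD over all tested compounds, cut at about 24% in these data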;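 further: cytokine-independent growth of Ba/F3 cells driven by EpoR plus mutant JAK2; 0% = DMSO-treated cells and 100% = JAK inhibitor I control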
CHOP inh: inhibitors of CHOP induction in ER stress response; CHO-K1 CHOP-promoter luciferase, tunicamycin-induced, 15-18 h; inhibition, % at 10 µM; actives 3.8% (n = 220,000);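 active means compounds that reduced the stress-induced luciferase reporter signal by more than about 70% of percent inhibition, limit read from the data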;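 further: 0% = tunicamycin plus vehicle and 100% = wells without tunicamycin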
TNF necrop inh: blocks TNF-alpha induced death of Jurkat FADD-/- cells. Jurkat FADD-/- TNF necroptosis rescue, ATP luminescence, 24 h; 0 = TNF only, 100 = no-TNF cells. activation (protection from cell death), % at 10 µM. actives 0.068% (n = 220,000);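 active means activation, meaning protection from cell death, of at least 50% relative to plate controls; inactive means activation below 50%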;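 further: necroptosis triggered by 40 ng/mL TNF-alpha added together with compound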
PPC-1+TRAIL kill: PPC-1 cancer cell killing with TRAIL present; PPC-1 cells + TRAIL, ATPLite viability luminescence; cell killing (% activity), % at 4 µM; actives 0.41% (n = 220,000);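 active means cell killing above 50% in the first pass at 4 µM, then a duplicate retest at 5 µM averaging 50% or more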;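 further: plate controls were cells with TRAIL plus DMSO for no effect and medium-only wells lacking cells for full effect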
zfTRPN1 agonist: agonists of zebrafish TRPN1 channel | HEK293 zebrafish TRPN1-YFP, Fluo-8 calcium fluorescence; 100% = response to 87 µM carbachol | actives 0.18% (n = 220,000) | activation, % at 3 µM | AID 1424;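 active means activation above its plate's cutoff, the mean activation of test wells on that plate plus 3 SD, cut at about 19% in these data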;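 further: 0% = DMSO alone and 100% = 87 µM carbachol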
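Material – zebrafish TRPN1-YFP in HEK293 cells · Doses – 3 µM single point · Schedule – dye 1 h 37 °C plus 30 min RT · Signal – Fluo-8 calcium fluorescence, excitation 470-495 nm, emission 515-575 nm · Read-out – % activation versus carbachol response · Control set – carbachol high, DMSO low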
RBBP9 inhibitor: inhibitors of human serine hydrolase RBBP9; O75884; recombinant RBBP9, FP-Rh probe fluorescence polarization; inhibition, % at 7.94 µM; actives 0.2% (n = 220,000);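 active means inhibition above the campaign mean of all tested compounds plus 3 SD, cut at about 14% in these data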;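 further: plate controls were DMSO wells with RBBP9 for no effect and wells lacking RBBP9 protein for full effect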
Target sequence (O75884 whole entry, looked up): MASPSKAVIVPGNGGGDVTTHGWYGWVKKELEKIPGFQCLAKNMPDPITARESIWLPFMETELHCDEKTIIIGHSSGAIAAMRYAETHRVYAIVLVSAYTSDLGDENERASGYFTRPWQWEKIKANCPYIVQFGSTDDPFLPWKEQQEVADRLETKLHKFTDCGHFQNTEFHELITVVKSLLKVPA
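Material: RBBP9 protein. Amount: RBBP9 at 2.5 µM in dispensed solution, before mixing. Schedule: 30 min then 45 min, 25 °C. Medium: Tris buffer pH 8.0, NaCl, Pluronic. Measured by: fluorescence polarization. Measure: percent inhibition from mP, scaled between DMSO and no-protein wells. Replication: one well per compound.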
TRPML3 agonist: human mucolipin-3 channel agonism. HEK293 TRPML3-YFP, Fluo-8 calcium fluorescence; 100% = the carbachol control signal. activation, % at 3 µM. actives 0.29% (n = 220,000). AID 1448;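 active means activation above its plate's cutoff, the mean activation of the plate's test wells plus 3 SD, cut at about 12% in these data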;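 further: 0% = DMSO only wells and 100% = carbachol wells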
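Test system: TRPML3-YFP stable HEK293 cells. Doses: single point at 3 µM. Incubation: dye loading 1 h 37 °C then 30 min ambient, 125 s read. Signal: Fluo-8 calcium dye fluorescence, ex 470-495, em 515-575 nm. Measure: percent activation from peak-to-basal fluorescence ratio, scaled between DMSO and carbachol.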
BaF3 tox: counter-screen for JAK2V617F inhibitors: parental Ba/F3 viability inhibitors; inhibition, % at 5.6 µM; AID 1486; CellTiter-Glo ATP luminescence; actives 1.1% (n = 220,000);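 active means inhibition above a per-campaign cutoff, the mean inhibition of all tested compounds plus 3 SD, cut at about 27% in these data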;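 further: 0% = DMSO wells and 100% = JAK Inhibitor I control wells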
Wee1 stabilizer: human Wee1 degradation inhibition, primary screen. P30291. HeLa Luc-Wee1K328M stability, luciferase luminescence; 100% = proteasome inhibitor MG132 effect. reporter increase, % at 5 µM. actives 1.2% (n = 220,000). AID 1321;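 active means activation above the mean of all tested compounds plus 3 SD, set per screening run, cut at about 8.8% in these data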;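 further: cells exposed to compound for 20 h before luminescence read; 0% = DMSO alone and 100% = MG132 at 30 µM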
Target sequence (P30291 whole entry K328M): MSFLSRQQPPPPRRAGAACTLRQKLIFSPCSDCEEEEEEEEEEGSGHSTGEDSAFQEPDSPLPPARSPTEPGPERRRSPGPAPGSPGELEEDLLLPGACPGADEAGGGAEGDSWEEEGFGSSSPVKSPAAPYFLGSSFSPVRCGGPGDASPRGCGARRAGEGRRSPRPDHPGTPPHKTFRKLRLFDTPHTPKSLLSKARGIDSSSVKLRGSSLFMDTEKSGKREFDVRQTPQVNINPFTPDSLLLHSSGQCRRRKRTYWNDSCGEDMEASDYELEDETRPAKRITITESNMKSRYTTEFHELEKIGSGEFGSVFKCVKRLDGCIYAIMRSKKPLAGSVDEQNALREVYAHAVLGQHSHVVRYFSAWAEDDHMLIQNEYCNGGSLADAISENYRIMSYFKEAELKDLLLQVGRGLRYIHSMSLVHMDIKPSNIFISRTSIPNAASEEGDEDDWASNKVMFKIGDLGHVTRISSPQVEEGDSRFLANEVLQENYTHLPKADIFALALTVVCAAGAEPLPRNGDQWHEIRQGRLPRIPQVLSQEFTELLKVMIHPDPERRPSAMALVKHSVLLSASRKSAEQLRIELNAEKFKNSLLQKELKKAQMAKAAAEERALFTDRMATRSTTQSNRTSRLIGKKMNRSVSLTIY
Numbers without * were called inactive; · = no result given.

Every second line gives: Ba/F3 V617F tox	CHOP inh	TNF necrop inh	PPC-1+TRAIL kill	zfTRPN1 agonist	RBBP9 inhibitor	TRPML3 agonist	BaF3 tox	Wee1 stabilizer
1. Cc1cccc(-c2noc(-c3ccccc3C(=O)NCC3CCCO3)n2)c1 (stereo not given)
    -2	29	-1.8	-1	0.8	-6	0.1	2	1
2. CC(C)(C)c1cc[n+](-c2nc([O-])sc2C=O)cc1
    4	20	2.4	15	0.4	-6	-0.3	0	-3
3. CCSc1nc(N)nc(-c2cccs2)c1C#N
    -4	-4	-6.0	27	0.4	-3	0.1	2	3
4. C=CCNC(=S)NNc1ncnc2sc3c(c12)CC(C)(C)OC3
    -2	-10	-2.5	16	0.9	-3	0.3	2	-2
5. CCCCCc1ccc(CC(=O)Nn2c(C)nc3ccccc3c2=O)cc1
    -5	54	0.4	-4	1.8	-10	1.5	-2	-1
6. O=C(CCCCn1c(=O)c2ccccc2n(CC(=O)NC2CCCC2)c1=O)NC1CCCC1
    -5	6	-1.8	14	0.4	-7	0.0	5	1
7. O=C(Cc1cc(C(=O)O)c2ccccc2n1)Nc1ccccc1
    2	12	-0.9	28	2.4	-10	1.8	2	-1
8. CCOP(=O)(OCC)C(Nc1cccc([N+](=O)[O-])c1)c1ccc(OC)cc1 (stereo not given)
    -1	-18	-1.4	-20	0.4	0	-0.6	-4	2
9. COc1ccc(C(=O)NNC2=Nc3cccc4cccc2c34)cc1
    -2	-15	-0.5	2	-0.8	3	0.2	0	2
10. O=C(O)C1CCCN1C(=O)Nc1ccc(F)cc1 (stereo not given)
    3	-27	-2.2	25	0.0	2	0.0	4	1
11. Cc1cc(N)ccc1N=Nc1c(C)n(C)n(-c2ccccc2)c1=O
    -1	-21	-0.2	-3	1.0	-1	0.1	3	-1
12. CCOc1cc(C(=O)Nn2cnnc2)cc(OCC)c1OCC
    0	5	2.8	8	0.4	-3	1.1	9	8.9*
13. O=C(c1ccc(CN2CCOCC2)cc1)N1CCN(c2ccccc2)CC1
    -3	13	-1.7	2	0.1	4	-1.3	4	1
14. COc1cc(/C=N/N2CCN(C3c4ccccc4-c4ccccc43)CC2)ccc1O
    -7	106*	-12	2	-1.0	7	0.1	1	-1
15. O=C(NCC(c1ccc(F)cc1)N1CCOCC1)c1ccc(C(=O)c2ccccc2)cc1 (stereo not given)
    -1	7	2.9	10	2.2	1	1.6	-5	-1
16. CCC(Sc1nnc2c3ccccc3n(CC)c2n1)C(=O)Nc1sc2c(c1C#N)CCCC2 (stereo not given)
    -4	9	-1.2	19	-0.4	0	0.2	1	-3
17. O=C(CCO)c1ccc(O)cc1
    -1	26	0.0	-2	-0.5	0	0.0	-5	0
18. Cc1ccc(C2C(C#N)=C(N)Oc3n[nH]c(-c4cccs4)c32)cc1 (stereo not given)
    0	-11	-3.3	19	0.1	-8	0.4	1	-2
19. Cc1nn(C)cc1CNC(=O)c1cccc(F)c1
    -2	9	0.8	15	2.1	-6	0.8	3	4
20. Cc1nc(SCC(=O)NCc2ccco2)c2oc3ccccc3c2n1
    -2	20	0.4	14	0.7	3	-0.2	-2	0
21. CS(=O)(=O)NC1CCN(Cc2ccccc2)CC1
    -5	-12	-0.8	-12	-0.4	-1	0.6	-1	-1
22. N#C/C(=C\c1cccc([N+](=O)[O-])c1)C(=O)Nc1cccnc1
    3	-10	-1.6	·	0.6	-10	0.3	3	1
23. Cc1cccc(C)c1OCC(=O)NC(Cc1c[nH]c2ccccc12)C(=O)O (stereo not given)
    1	11	0.4	7	0.1	-8	0.9	6	5
24. COCCCNC(=O)CN(c1cc([N+](=O)[O-])ccc1OC)S(C)(=O)=O
    4	17	-1.6	22	0.4	-3	0.8	2	-1
25. CC1=C(C(=O)OCc2ccccc2)C(c2ccco2)C2=C(CC(C)(C)CC2=O)N1 (stereo not given)
    -2	47	-0.5	-5	-1.5	4	-2.2	1	-2
26. CC1(C)Cc2c(sc3c2c(=N)n(Cc2ccco2)c(=O)n3CC(=O)Nc2ccccc2)CO1
    2	54	1.4	-3	0.1	-7	0.3	1	-1
27. CN(Cc1nc(-c2ccccn2)no1)S(=O)(=O)c1ccc(Cl)cc1
    0	16	-1.2	9	-0.4	-13	0.6	4	1
28. Cc1[nH]c2ccccc2c1-c1csc(NC(=O)CSCCO)n1
    -1	-23	0.1	0	-0.6	-5	2.0	3	0
29. O=C(CSc1nnc(-c2cccnc2)n1Cc1ccccc1)NCc1ccccc1
    -2	9	0.9	5	0.7	3	0.7	4	0
30. Cc1cc(C)c2nc(-n3nc(C)cc3N)cc(C)c2c1
    0	36	-0.2	-8	0.6	0	0.4	3	5
31. Cc1ccc(Cl)c2c1NC(=O)C2(O)CC(=O)c1ccc(Br)cc1 (stereo not given)
    -5	27	1.0	-4	-0.4	-3	0.7	2	-1
32. CC1=C(C(=O)OC(C)C)C(c2cncc(-c3ccc(F)cc3)c2)C(C#N)=C(N)O1 (stereo not given)
    2	25	0.4	6	-0.1	3	0.0	8	4
33. O=c1[nH]c(N/N=C\c2ccc(F)cc2)nc2ccccc12
    2	-15	14	29	0.4	5	0.3	7	2
34. O=C1C(NS(=O)(=O)c2cccs2)=C(N2CCN(Cc3ccccc3)CC2)C(=O)c2ccccc21
    1	19	-17	10	-1.3	-15	-1.3	1	-1
35. CC(=NCC1CCCO1)c1c(O)[nH]c(=O)[nH]c1=O (stereo not given)
    -2	22	0.8	16	-0.6	6	-0.5	2	-2
36. CCOc1cc(/C=N/NC(=O)c2ccc(CN3CCOCC3)cc2)ccc1OC
    1	12	1.6	6	0.8	-9	-1.6	5	5
37. Nc1nc(Cl)c(C=O)c(N2CCCCC2)n1
    -1	-12	-14	3	0.3	-11	0.5	4	0
38. Cc1cccc(C)c1NC(=S)NC(=O)CCc1ccccc1
    2	38	-1.6	-21	-1.4	-8	0.1	2	-1
39. COc1ccc(-n2nc3c(c2NC(=O)c2ccc(S(=O)(=O)N4CCOCC4)cc2)CS(=O)C3)cc1 (stereo not given)
    0	6	0.5	6	0.6	1	0.1	2	0
40. COC(=O)c1nnn(-c2nc(N3CCOCC3)nc(N3CCOCC3)n2)c1C
    -3	-6	1.8	23	1.7	-4	1.2	0	7
41. Cn1c(=O)cc2c3c(c(N4CCCCC4)ccc31)C(=O)c1ccccc1-2
    5	0	-12	12	-2.4	10	-0.9	2	0
42. CCOC(=O)c1c(-c2ccc(C)cc2)csc1NC(=O)c1cccc(N2C(=O)CCC2=O)c1
    -2	62	1.5	-3	0.7	-7	0.8	0	-3
43. CCCCCCCC(=O)OC(CN1CCCCCC1)CN1CCCC1=O (stereo not given)
    0	4	0.6	-10	-0.4	-4	-0.7	2	5
44. CCc1cc[n+](C2=C([O-])c3ccccc3C(=O)/C2=N\S(=O)(=O)c2cccs2)cc1
    9	-25	-8.3	18	0.7	2	0.1	8	-4
45. CCCC(NC(=O)c1ccco1)c1nc2ccccc2[nH]1 (stereo not given)
    4	-21	2.7	12	-0.6	0	0.4	5	2
46. O=C(O)/C=C\C(=O)N1CCc2ccccc21
    3	14	0.7	24	0.9	-5	0.8	4	-3
47. CCCn1c(C)cc(C(=O)CN2C(=O)c3cccc(N)c3C2=O)c1C
    3	-17	-0.7	0	1.9	-5	0.9	4	1
48. COCCNC(=O)CN1C(=O)NC2(CCCCCC2)C1=O
    2	20	-2.3	-2	1.1	-10	0.7	1	-1
49. OC1(c2ccc(OC(F)F)cc2)CSC(=Nc2cccnc2)N1Cc1ccco1 (stereo not given)
    5	38	-10	23	1.3	-1	1.8	11	5
50. COc1ccc(NC(=O)CCSc2cc(C)c3ccccc3n2)cc1
    1	29	-2.6	18	-2.9	-7	-1.0	-2	0
51. Cc1cc(C=O)c(C)n1-c1cc(C(=O)O)cc(C(=O)O)c1
    -2	-11	0.8	24	-0.1	-7	1.0	3	-1
52. C/C(=N\NC(N)=S)c1cccnc1
    -5	0	-0.3	-1	1.6	-1	0.5	-3	0
53. COc1ccc(OC)c(C(=O)c2coc3ccc(O)c(CN4CCOCC4)c23)c1
    0	33	0.7	-3	0.0	8	0.2	-2	2
54. CCOC(=O)c1sc(N(C)C(C)=O)nc1C
    3	6	-0.3	4	2.3	-4	-0.3	3	2
55. C=CCOc1c2ccc(C(=O)NCc3ccc(OC)cc3)cc2nn1C
    -2	-8	-3.2	7	1.7	5	0.5	7	-2
56. N#Cc1c(-c2ccc(Cl)cc2Cl)nc2n(c1=O)CCS2
    -1	8	-0.4	1	2.4	-10	0.1	1	-1
57. CCOc1cc2c(cc1C(C)(C)C)NC(=O)CS2
    -5	85*	-0.6	14	-3.1	-2	-1.3	4	1

Pulled one by one from the list above (2):
Every second line gives: Ba/F3 V617F tox	CHOP inh	TNF necrop inh	PPC-1+TRAIL kill	zfTRPN1 agonist	RBBP9 inhibitor	TRPML3 agonist	BaF3 tox	Wee1 stabilizer
45. CCCC(NC(=O)c1ccco1)c1nc2ccccc2[nH]1 (stereo not given)
    4	-21	2.7	12	-0.6	0	0.4	5	2
57. CCOc1cc2c(cc1C(C)(C)C)NC(=O)CS2
    -5	85*	-0.6	14	-3.1	-2	-1.3	4	1

Bioassay records deposited in PubChem by several laboratories.
